Screening data: PubChem, National Center for Advancing Translational Sciences (NCATS)
Peg3 imprint: qHTS Assay for Compounds that Induce Erasure of Genomic Imprints | mouse ES Peg3-LacZ reporter, beta-gal luminescence, 40 h | hit rate 0.02% among 110,000 | Potency, µM (top dose mostly 60.7 µM), for the others: top-dose activity change, positive = activation, most hits filed as activators;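 further: 0% = negative control wells on the plate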
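Imprint erasure is scored as LacZ activity from the silenced maternal Peg3 allele in feeder-free female ES cells cultured 40 h with LIF. Luminescence is normalized to in-plate negative controls and fitted to the Hill equation.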
p53ts 39C kill: qHTS Screen for Compounds that Selectively Target Cancer Cells with p53 Mutations: Cytotoxicity of p53ts Cells at the Nonpermissive Temperature; AID 902, 2007; Potency, µM (doses to about 46.1 µM), for inactives: at the highest dose activity change, negative = cell killing, most hits filed as cytotoxic; H1299-p53A138V viability at 39C, ATP luminescence, 24 h; hit rate 1.5% among 130,000; further: nearly all actives have a fitted effect of over 55% in size
p53ts 32C kill: qHTS Screen for Compounds that Selectively Target Cancer Cells with p53 Mutations: Cytotoxicity of p53ts Cells at the Permissive Temperature; H1299-p53A138V at 32C, ATP luminescence viability, 24 h; Potency, µM (doses to about 46.1 µM), without a hit: at the top dose activity change, negative = cytotoxicity, hits mostly cytotoxic; hit rate 0.93% among 130,000;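 further: 0% = DMSO and -100% = full killing by reference compound; nearly all actives have a fitted effect of over 55% in size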
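Cells: H1299 p53ts (A138V), 600/well, pre-incubated 16–30 h at 37C. Cpd up to 46 uM, 24 h, 32C. Readout: ATPlite luminescence, 20 min RT. Normalization: DMSO vs tamoxifen 100 uM. AC50 by Hill equation.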
IkB sig inh: IkB Signaling; ABC-DLBCL IkBa-CBG/CBR dual luciferase ratio, 4 h; response scale: scaled: untreated 0%, proteasome inhibitor 100%; Potency, µM (titrated, usually from 57.1 µM), for inactives: at the highest dose IkBa stabilization activation; hit rate 0.04% among 110,000; AID 445, 2006; active means well fitted curve in the direction sought with a large enough effect in the signal ratio, not every such curve was filed as active; inconclusive means small, poorly fitted or top-dose-only effect, or a change in a side signal; the % refers to the signal ratio;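 further: the direction sought is a rising ratio; 0% = basal untreated cells and 100% = reference inhibitor full response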
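Luminescence ratio of IκBα-fused green versus native red beetle luciferase in OCI-Ly3 cells, 4 h post-doxycycline with compound; red signal alone, scaled from basal (0%) to zero light (-100%), flagged nonspecific or cytotoxic effects.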
Active calls of the source: *; ? = inconclusive; / = not tested or not shown; & = joins results of further samples; [ ] = dose if it differs, or a comment. Unless noted, the call rests on the fitted dose curve; in most records, active means well fitted curve in the direction sought with a large enough effect; inconclusive means small, poorly fitted or top-dose-only effect, or another doubt; inactive means no such curve, though single readings can be large; an effect the other way counts as inactive or inconclusive. Unless noted, on the % scale 0 is the no-effect control and ±100 the full control effect; potency means the concentration at half of the fitted maximal effect.

SMILES | Peg3 imprint | p53ts 39C kill | p53ts 32C kill | IkB sig inh
CC(C)(C)c1cc(C(c2cccnc2)N2CCN(CCO)CC2)cc(C(C)(C)C)c1O (stereo unspecified) | -38%[inhibitor] | ? | ? | ?
CCN(CCCNC(=O)CSc1cc(=O)n(CC)c2ccccc12)c1ccccc1 | -8%[10.9 µM] | -17% | 1% | ?
CCCOC(=O)Nc1sc2c(c1C(=O)OCC)CCC2 | -16% | -6% | -1% | 3.4%
CCOc1ccc2nc(N3CCCC(C(=O)Nc4c(C)cccc4C)C3)sc2c1 (stereo unspecified) | -11%[10.9 µM] | ? | -3% | -0.1%
CCc1ccc2nc(N3CCN(C(=O)c4ccccc4)CC3)sc2c1 | -6%[10.9 µM] | -25% | -12% | -4.1%
Cc1ccc(C(=O)CSc2nc(N)cc(=O)[nH]2)cc1 | -12% | -5% | -6% | -1.8%
COc1ccc(NC(=O)c2cc3ccccc3o2)cc1 | -41%[inhibitor] | 16µM* | 16µM* | ?
CC1Cc2ccccc2N1c1nc(C2CC2)nc2c1nnn2Cc1ccccc1 (stereo unspecified) | / | 11% | -23% | /
CSc1nccc(Nc2ccccc2)c1C#N | 7% | 0% | 5% | -3.8%
COc1cc(C2C(C(=O)Nc3ccccc3)=C(C)Nc3nc(SCC(=O)c4ccc(C)cc4)nn32)ccc1O (stereo unspecified) | -5%[10.9 µM] | 1% | -3% | ?
CC1CCc2nc(N)c(C#N)c(-c3ccncc3)c2C1 (stereo unspecified) | -13% | 14% | 10% | -0.2%
O=C(Cn1nnc(-c2ccccc2)n1)OCc1ccccc1 | -9% | 2% | -1% | 0.2%
Cc1sc2nc(CSc3nc4ccccc4c(=O)n3CCCN3CCOCC3)[nH]c(=O)c2c1C | -11% | -13% | 22% | -0.6%
Cc1cc(N2CCc3ccccc32)n2ncnc2n1 | 2% | 6% | 13% | 1.9%
Cc1cnc(C(=O)OCC(=O)N2CCN(C(=O)c3ccco3)CC2)cn1 | 5% | -10% | 3% | -1.2%
Cn1c(=O)c2cn3ncccc3c2n(C)c1=O | 17% | 11% | 11% | 3.2%
O=C(NCCc1cn2ccccc2n1)c1ccccc1F | 5% | -9% | 0% | 2.3%
O=C(NCCOC(=O)c1ccncc1)c1ccccc1 | 3% | 11% | 3% | -0.4%
CCc1nc(SCC(=O)N2CCOCC2)c2c(=O)n(C)c(=O)n(C)c2n1 | -13% | 14% | 10% | -0.9%
CC(C(=O)O)C1SC(=O)NC1=O (stereo unspecified) | 3% | -6% | -1% | -2.5%
O=C1c2ccccc2C(O)N1c1ccc(Cl)cc1 (stereo unspecified) | -54%[inhibitor] | -11% | 9% | 0.3%
COCCOC(=O)C1=C(C)Nc2nc(C)nn2C1c1ccccc1 (stereo unspecified) | -5% | 2% | 3% | 1.8%
C=CC1C(N2CCOCC2)C(C)(C)S1(=O)=O (stereo unspecified) | 8% | -2% | -1% | 1.5%
O[C@@H](CNC[C@H](O)c1ccccc1)c1ccccc1 | / | 18% | 0% | /
N#CC1=C(N)N(c2ccc(Br)cc2)C2=C(C(=O)CCC2)C1c1cccnc1 (stereo unspecified) | -6% | 17% | 0% | ?

Additional structures.
SMILES | Peg3 imprint | p53ts 39C kill | p53ts 32C kill | IkB sig inh
COCCn1c(=O)c(-c2ccc(F)cc2)nc2cnc(N3CCOCC3)nc21 | -4% | -5% | 11% | 0.0%[11.4 µM]
CC1CCCCC1NC(=O)CN(C)S(=O)(=O)c1cccc2nsnc12 (stereo unspecified) | -15% | -15% | -5% | -0.2%
O=C(Cc1ccccc1)Nc1ccc2oc(-c3cccnc3)nc2c1 | 17% | 14% | 1% | -1.0%
COc1ccccc1/C=C/C1=CC2(C)CC1(C)C(c1ccccc1OC)CC2=O (stereo unspecified) | / | -4%[9.22 µM] | 3%[9.22 µM] | /
O=C(Nc1ccc(F)c(Cl)c1)C1Cc2ccccc2CN1S(=O)(=O)c1ccc(F)cc1 (stereo unspecified) | -10%[10.9 µM] | -22% | -4% | ?
NC(=O)NCc1ccccc1 | 14% | -3% | 7% | /
Brc1ccc2nc3c(n2c1)CCCC3 | -12% | -11% | -5% | -4.9%
O=C1c2ccccc2C(=O)N1c1nc2nccc(-c3ccccc3)n2n1 | 12% | 0% | -5% | -0.9%
CCOP(=O)(c1ccccc1Cl)C1(O)CCCCC1 (stereo unspecified) | 3% | 1% | 0% | 0.1%
Cc1ccc(-c2cn3c(n2)CCCC3)cc1 | -23% | -11% | -7% | -0.4%
CCc1ccc2oc(C(=O)NCCc3ccc(OC)c(OC)c3)cc(=O)c2c1 | -15%[10.9 µM] | -12% | -7% | ?
CCc1ccccc1NC(=O)c1cnc(N2CCCCC2)c2ccccc12 | 14%[10.9 µM] | -5% | 0% | ?
CN(c1nnc(N)s1)C1CCCCC1 | -8% | -8% | -23% | -2.6%
CCc1ccc2oc(C(=O)NCC(c3ccc(Cl)cc3)N3CCOCC3)c(C)c2c1 (stereo unspecified) | -11%[10.9 µM] | 7% | 9% | ?
COc1ccc2c(c1)C(=O)N(CCc1ccc(S(=O)(=O)NC(=O)NC3CCCCC3)cc1)C(=O)C2(C)C | -4%[16.8 µM] | 2%[20.6 µM] | 4%[20.6 µM] | -1.1%[25.6 µM]
CCSCCOC(=O)C1=C(C)N(C)C(=O)NC1c1cc(OC)ccc1OC (stereo unspecified) | -19% | 2% | -7% | -3.5%
O=C(Nc1nccs1)c1cccc(S(=O)(=O)N2CCCCC2)c1 | 1% | 14% | -4% | -1.3%
COc1ccc(-n2ncc3c(NC(C)C)ncnc32)cc1 | / | 13µM* | 13µM* | /
CCOc1ccc(S(=O)(=O)Nc2ccccc2C(=O)Nc2ccccc2N2CCOCC2)cc1 | -14% | -1% | -2% | 1.1%
Nc1nonc1-c1nc2ccccc2n1CC(=O)NC1CCCC1 | -9% | -3% | -4% | 5.4%
Cc1cc(C(=O)CSc2nnnn2C)c(C)n1CCc1ccc(Cl)cc1 | 1% | 10% | 11% | 0.5%
CS(=O)(=O)Nc1cccc(-c2nc(NCc3ccccc3)c3ccccc3n2)c1 | -4% | -1% | ? | -6.3%[11.4 µM]
CN(C(=O)c1ccccc1)c1nc2ccccc2s1 | -56%[inhibitor] | 13µM* | 10µM* | ?
CCc1ccc(C2C(C(=O)Nc3ccccc3OC)=C(C)Nc3nc(SCc4ccccc4)nn32)cc1 (stereo unspecified) | -3%[10.9 µM] | -5% | 6% | 1.8%
CC(=O)c1ccc(NC(=O)C2CCC(CNS(=O)(=O)c3ccc4c(c3)CCCC(=O)N4)CC2)cc1 (stereo unspecified) | 11%[10.9 µM] | -22% | 4% | 3.6%

Some entries already given, showing only Peg3 imprint:
| Compound | Peg3 imprint |
| --- | --- |
| CCc1ccccc1NC(=O)c1cnc(N2CCCCC2)c2ccccc12 | 14%[10.9 µM] |
| O=C(NCCc1cn2ccccc2n1)c1ccccc1F | 5% |
| CCc1nc(SCC(=O)N2CCOCC2)c2c(=O)n(C)c(=O)n(C)c2n1 | -13% |

More entries follow:
SMILES | Peg3 imprint | p53ts 39C kill | p53ts 32C kill | IkB sig inh
O=S(=O)(O)c1ccc(N=Nc2ccccc2)cc1 | -58%[inhibitor][10.9 µM] | 9%[9.22 µM] | 2%[9.22 µM] | -1.8%[11.4 µM]
COc1ccc(C(C#N)N2CCCCC2)cc1OC (stereo unspecified) | 1% | -4% | 4% | 0.5%
CCOc1ccccc1NC(=O)CN(c1cc(C)cc(C)c1)S(=O)(=O)c1c(C)nn(C)c1C | -10%[10.9 µM] | 6% | 30%[activator] | ?
CC(=O)c1cc(-c2ccc(F)cc2)n(CC(=O)Nc2cc(C)cc(C)c2)c1C | 6%[10.9 µM] | 5% | 7% | -1.1%
CCOC(=O)c1cnc(SCC(=O)Nc2ccccc2C(=O)OC)nc1N | / | 24% | 6% | /
Cc1ccc(NC(=O)C2CCN(c3nnc(-n4cccc4)s3)CC2)cc1Cl | 2%[10.9 µM] | 3% | -8% | 1.4%
CCCCN(CCCC)CCn1cnc2c([nH]c3ccc(OC)cc32)c1=O | -16% | 3%&2% | -3%&2% | -0.6%&-1.2%
NC(=O)Cn1c(=O)n(CCCCCC(=O)NCc2ccccc2Cl)c(=O)c2sccc21 | -7%[10.9 µM] | 12% | 4% | 1.7%
CC(=O)OC(C(=O)Nc1ccccc1)C(C)S(=O)(=O)c1ccccc1 (stereo unspecified) | 7% | 0% | -14% | 7.1%
COc1ccc(N2CC(NC(=O)c3ccc(S(=O)(=O)N4CCOCC4)cc3)CC2=O)cc1OC (stereo unspecified) | 17%[10.9 µM] | -14% | -1% | -0.4%
C[C@@]1(CCOCc2ccccc2)NC(=O)NC1=O | -3%[10.9 µM] | -2%[9.22 µM] | 4%[9.22 µM] | 0.0%[11.4 µM]
CCCCOc1ccc(CNC(=O)Cc2ccc(NC(=O)N3CCCCc4ccccc43)cc2)cc1 | -13%[10.9 µM] | -6% | 21% | ?
Cc1cc(C)c(-c2n[nH]c3c2C(c2ccccc2F)N(CCO)C3=O)c(O)c1 (stereo unspecified) | -12%[10.9 µM] | 4% | 15% | ?
CCN(CC)S(=O)(=O)c1ccc2c(c1)nc(CN(C)C(=O)Nc1ccc(C)c(Cl)c1)n2C | -11%[10.9 µM] | 5% | -5% | -2.6%
CC1CCCCN1S(=O)(=O)c1ccc(C(=O)Nc2sc3c(c2C(N)=O)CC(C)(C)NC3(C)C)cc1 (stereo unspecified) | -14%[10.9 µM] | -13% | -6% | -2.4%
CC1=C(C(=O)OC2CCCCCC2)C(c2ccc(Cl)cc2)CC(=O)N1 (stereo unspecified) | -9%[10.9 µM] | ? | 2% | ?
O=C(NCCN1CCCCCC1)c1ccc(N2CCCC2=O)cc1 | -5% | -11% | -10% | -0.1%
CCc1ccc(NC(=O)c2noc3c2CCCCC3)cc1 | -26% | -12% | -20% | 1.0%
COC(=O)c1ccccc1NC(=O)c1sc(N)nc1C | -12% | -14% | -8% | -2.3%
CCN(CC)CCN1C(=O)C(=O)/C(=C(/O)c2ccncc2)C1c1ccccc1F (stereo unspecified) | -2% | 6% | 0% | 1.0%
Cc1cccc(N2CCN(C(=O)c3ccc(Nc4nc5ccccc5n5nnnc45)cc3)CC2)c1C | 8%[10.9 µM] | 4% | 11% | ?
O=C(c1ccccc1Cl)N(Cc1ccco1)Cc1ccco1 | 6%[10.9 µM] | -5% | 2% | 0.8%
O=C(Cc1ccc(F)cc1)NC1CC(=O)N(c2ccc3c(c2)OCCO3)C1 (stereo unspecified) | -14%[10.9 µM] | -13% | -2% | -1.1%

One compound at a time, as listed above.
CCOC(=O)c1cnc(SCC(=O)Nc2ccccc2C(=O)OC)nc1N is listed with Peg3 imprint: /; p53ts 39C kill: 24%; p53ts 32C kill: 6%; IkB sig inh: /
Nc1nonc1-c1nc2ccccc2n1CC(=O)NC1CCCC1 is listed with Peg3 imprint: -9%; p53ts 39C kill: -3%; p53ts 32C kill: -4%; IkB sig inh: 5.4%

Structural class: the compounds so far with a furan ring, fused or not
SMILES | Peg3 imprint | p53ts 39C kill | p53ts 32C kill | IkB sig inh
COc1ccc(NC(=O)c2cc3ccccc3o2)cc1 | -41%[inhibitor] | 16µM* | 16µM* | ?
Cc1cnc(C(=O)OCC(=O)N2CCN(C(=O)c3ccco3)CC2)cn1 | 5% | -10% | 3% | -1.2%
CCc1ccc2oc(C(=O)NCC(c3ccc(Cl)cc3)N3CCOCC3)c(C)c2c1 (stereo unspecified) | -11%[10.9 µM] | 7% | 9% | ?
O=C(c1ccccc1Cl)N(Cc1ccco1)Cc1ccco1 | 6%[10.9 µM] | -5% | 2% | 0.8%
